Source: PubChem (several laboratories)
VIM-2 inh: VIM-2 metallo-beta-lactamase inhibitors, primary screen, biochemical, epi-absorbance readout, Pseudomonas aeruginosa enzyme. 290,000 compounds, 0.89% hits. purified VIM-2, nitrocefin hydrolysis, epi-absorbance fluorescence. inhibition, % at 5.6 µM. AID 1527, 2009;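 active = inhibition above the mean of all tested compounds plus 3 SD, cutoff set per screening run, cut at about 7.5% in these data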;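 also: red hydrolysis product quenches plate fluorescence so inhibitors raise well fluorescence; 0% = enzyme with DMSO and 100% = DMSO without enzyme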
SUMO HTRF inh: inhibitors of in vitro SUMOylation cascade, primary screen, biochemical, HTRF, uHTS | SUMO-conjugating enzyme UBC9 (Homo sapiens), P63279 | HTRF SUMOylation assay, SAE1/SAE2 + UBC9 | inhibition, % at 35 µM | 290,000 compounds, 0.36% hits | AID 2006, 2009; in the data active = inhibition above about 50%, passing the limit was not always enough; also: strong numbers were not always called active
CRFBP-R2 block: antagonists of CRF-BP/CRF-R2 complex, primary screen, cell-based, HEK293, calcium dye fluorescence, uHTS | CRF-induced calcium fluorescence | inhibition, % at 11.8 µM | 350,000 compounds, 0.59% hits | AID 588475, 2011;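 active = inhibition of the ligand-induced calcium signal above about 50% at the single tested concentration, limit read from the data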
p-CIP stab down: p/CIP-EGFP fusion destabilizers, primary screen, fluorescence, F442A cells; Q05BA5; 16 h; 290,000 compounds, 0.01% hits; decrease of EGFP signal, % at 10 µM;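 active = EGFP signal decrease of at least 30% at 10 µM or well 3 SD below plate mean, unless failing retest; inactive = the rest, including hits failing retest or dose response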; also: some compounds called inactive have numbers as strong as hits; many of its hits are not listed in these tables
GalR3 antagonist: GalR3 antagonists in HEK293 cells, primary screen, cell-based, fluorescence readout. Galanin receptor type 3 (Homo sapiens), O60755. HEK293 GalR3-CNG cAMP membrane potential fluorescence; galR3 body fused to GalR1 C-terminus. inhibition, % at 3 µM. 360,000 compounds, 0.44% hits. AID 651719, 2012;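 active = inhibition above the screen-wide average plus 3 SD, cut at about 13% in these data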;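 also: forskolin and galanin both at EC90 stimulate the cells; cAMP rise reported by CNG channel membrane potential dye signal; 0% = forskolin plus galanin with DMSO and 100% = forskolin alone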
HCV NS3 hel inh: inhibitors of HCV NS3 helicase, primary screen, biochemical, Cy5 molecular beacon fluorescence; 290,000 compounds, 0.56% hits; NS3 helicase DNA unwinding; AID 1800, 2009; inhibition, % at 10.9 µM;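 active = inhibition above the mean of all tested compounds plus 3 SD, set per campaign, cut at about 35% in these data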;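 also: 0% = DMSO wells and 100% = thioflavine S control wells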
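Assay system – hepatitis C virus NS3 helicase domain fragment enzyme · Buffer or medium – MOPS pH 6.5, MgCl2, DTT, Tween20, BSA · Reagent – Cy5/quencher beacon DNA duplex and ATP to start · Compound – single 10.9 µM dose · Timing – 1 h at 25 °C · Technique – Cy5 beacon fluorescence read at start and 1 h · Measure – % inhibition of unwinding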
IDE cell activ: human IDE activators in live cells, primary screen, fluorescence polarization, HEK cells, FAbeta-B substrate; FAbeta-B cleavage; 0% vehicle, 100% cell-free pure enzyme wells; 340,000 compounds, 0.073% hits; AID 493087, 2011; activation, % at 5.96 µM;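 active = activation above the mean of all tested compounds plus 3 SD, set per screening campaign, cut at about 17% in these data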
Target sequence (P14735 whole entry, looked up): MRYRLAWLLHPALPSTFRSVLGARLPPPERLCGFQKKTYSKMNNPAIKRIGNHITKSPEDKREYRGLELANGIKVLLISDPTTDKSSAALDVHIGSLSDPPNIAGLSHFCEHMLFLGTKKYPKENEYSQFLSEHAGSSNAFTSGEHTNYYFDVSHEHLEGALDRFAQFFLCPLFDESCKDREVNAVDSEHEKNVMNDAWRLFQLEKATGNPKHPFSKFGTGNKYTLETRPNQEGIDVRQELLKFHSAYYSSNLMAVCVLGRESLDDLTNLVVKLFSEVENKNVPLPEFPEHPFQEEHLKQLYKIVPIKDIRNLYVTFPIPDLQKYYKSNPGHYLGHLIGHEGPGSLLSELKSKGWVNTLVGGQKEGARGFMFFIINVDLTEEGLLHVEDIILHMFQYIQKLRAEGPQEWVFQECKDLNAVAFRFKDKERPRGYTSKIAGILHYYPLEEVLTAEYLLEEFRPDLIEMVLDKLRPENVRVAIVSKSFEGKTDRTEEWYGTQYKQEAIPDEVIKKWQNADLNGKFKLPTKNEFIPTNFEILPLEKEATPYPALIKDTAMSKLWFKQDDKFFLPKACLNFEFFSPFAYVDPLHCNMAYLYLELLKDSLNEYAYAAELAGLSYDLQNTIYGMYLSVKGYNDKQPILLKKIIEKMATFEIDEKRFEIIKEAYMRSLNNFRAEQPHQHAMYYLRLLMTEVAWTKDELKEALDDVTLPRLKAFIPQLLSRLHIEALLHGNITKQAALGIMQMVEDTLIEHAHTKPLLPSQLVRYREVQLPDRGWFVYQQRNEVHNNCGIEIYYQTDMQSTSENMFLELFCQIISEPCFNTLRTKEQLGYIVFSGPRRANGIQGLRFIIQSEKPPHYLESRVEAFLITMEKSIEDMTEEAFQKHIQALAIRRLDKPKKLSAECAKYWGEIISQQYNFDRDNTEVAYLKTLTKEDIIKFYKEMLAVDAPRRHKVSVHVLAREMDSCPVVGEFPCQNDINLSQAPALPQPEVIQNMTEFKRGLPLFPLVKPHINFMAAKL
IDE cell inh: human IDE inhibitors in live cells, primary screen, fluorescence polarization, HEK cells, FAbetaB substrate; Insulin-degrading enzyme (Homo sapiens), P14735; FAbetaB cleavage; inhibition, % at 5.59 µM; 320,000 compounds, 0.41% hits;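 active = percent inhibition above the average of all tested compounds plus 3 SD, set per screening campaign, cut at about 16% in these data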;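 also: IDE supplied by intact live HEK cells; FP after avidin binding of uncleaved biotin substrate so inhibition keeps polarization high; 0% = DMSO wells and 100% = 60 µM reference IDE inhibitor Ii1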
IMP-1 inh: IMP-1 metallo-beta-lactamase inhibitors, primary screen, biochemical, epi-absorbance readout, Pseudomonas aeruginosa enzyme; purified IMP-1, nitrocefin hydrolysis, epi-absorbance fluorescence; inhibition, % at 5.6 µM; 290,000 compounds, 0.45% hits; AID 1556, 2009;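 active = inhibition above the mean plus 3 SD of all compounds in the same screening run, cut at about 4.5% in these data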;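 also: 0% = IMP-1 with DMSO and 100% = DMSO wells lacking enzyme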
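System: purified IMP-1 / Input: IMP-1 dispensed at 0.2 nM / Medium: 50 mM HEPES pH 7.1, 50 µM ZnSO4, 0.05% Brij 35 / Timing: 15 min enzyme–compound preincubation, then 25 min nitrocefin reaction, 25 °C / Technique: plate fluorescence quenching by hydrolysis product, ex 480/em 530 nm / Repeats: singlicate testing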
* = called active by the depositor; nt = no result given.

SMILES	VIM-2 inh	SUMO HTRF inh	CRFBP-R2 block	p-CIP stab down	GalR3 antagonist	HCV NS3 hel inh	IDE cell activ	IDE cell inh	IMP-1 inh
CCOC(=O)c1ccc(N2C(=O)C(CC(N)=O)N(NC(=O)c3cccc(F)c3)C2=S)cc1 (stereo unspecified)	-6.0	-4	-5	0	-1	6	2	8	-5.3
CCCCCc1cc(=O)oc2c(C(CCN3CCN(c4ccccc4)CC3)c3ccc(N(C)C)cc3)c(OC)cc(OC)c12 (stereo unspecified)	nt	9	-4	-6	-2	nt	-2	2	nt
C=CCNS(=O)(=O)c1cccc(C(C)=O)c1	-0.6	0	13	5	-2	4	5	3	-1.5
O=C(O[C@@H]1[C@H](Cc2ccccc2)NS(=O)(=O)[C@H]2C[C@@H]3C=C[C@]12O3)c1ccccc1Br	nt	nt	3	nt	-6	nt	6	-5	nt
C=CCn1c(SCC(=O)N2CCN(c3ccc(F)cc3)CC2)nnc1-c1cccs1	-4.1	23	13	-22	0	2	-7	1	-2.4
N=c1c(S(=O)(=O)c2ccc(Cl)cc2)cc2c(=O)n3ccccc3nc2n1C1CCCC1	2.0	16	-12	-1	2	-14	1	-3	-1.9
Cc1ccc(NC(=O)CN(C)Cc2cccs2)cc1Cl	-3.7	-3	-12	-4	-10	-5	5	-1	-3.0
COc1cccc(/C(=N/O)C2CC2c2ccc(Cl)cc2)c1 (stereo unspecified)	-0.5	-18	10	4	-5	-17	9	5	-3.0
Cn1c(=O)c2c(nc(CO)n2C)n(C)c1=O	-2.6	-10	3	-3	1	-6	5	-6	0.4
Cc1cccc(C)c1N(CC(=O)NN=C1CCCCCC1)S(C)(=O)=O	-1.4	-2	4	-3	-3	-8	3	3	1.0
Cn1nc2c3cc(F)ccc3n(Cc3ccc(F)cc3)cc-2c1=O	4.9	4	-13	2	-5	0	2	2	-3.0
CCOC(=O)n1ccc(C(=O)Nc2ccccc2F)n1	-2.9	-21	-8	-7	-3	14	4	0	-3.9
O=C(c1cccc(OCc2ccccc2)c1)N1CCOCC1	-3.4	13	9	-18	nt	-9	2	2	-4.4
COc1ccc(CC(=O)NCC(=O)N/N=C/c2ccco2)cc1	-1.5	14	-3	-5	-3	5	9	nt	0.7
COc1ccnc(Oc2cccc(C(F)(F)F)c2)c1C(=O)N/C=N/OCc1ccccc1F	-2.0	-5	-17	-12	2	-4	4	2	-2.5
Cn1c(=O)[nH]c(=O)c2c1nc(N1CCCCCC1)n2CC(N)=O	-1.5	14	-45	-6	-3	-3	3	-1	-1.2
CCSc1nc2sccc2c(=O)n1-c1ccccc1	0.1	13	16	-10	-11	-4	-4	0	-0.9
S=C(NCCC(c1ccccc1)c1ccccc1)Nc1ccccc1Cl	-0.9	6	-3	-12	-2	14	0	2	1.9
Cc1ccc(S(=O)(=O)N(C)CC(=O)O/N=C(\N)c2cccnc2)cc1	0.0	3	-2	-10	0	-9	-2	3	-2.0
c1ccc(CN=C2NN=C(c3ccccc3)CS2)cc1	-3.3	6	-4	0	-5	8	2	0	-2.9
CCN(CC)CCCN(Cc1cc2cc3c(cc2[nH]c1=O)OCCO3)C(=O)Nc1ccc(F)cc1	-2.9	28	0	-13	-3	-6	4	0	-1.8
COc1cc2c(=O)n(CCC(=O)NCC3CCCO3)c(=O)n(CC(=O)Nc3ccc(C)cc3)c2cc1OC (stereo unspecified)	-3.6	-3	17	0	-10	1	2	3	-2.5
O=C(CSc1ccc2ccccc2n1)c1ccc2c(c1)OCO2	-1.6	-2	0	0	-6	5	5	-2	-2.6
Cc1cc(C)n(C(=O)c2cccc(S(=O)(=O)N3CCOCC3)c2)n1	-0.1	-8	23	-29	-2	6	5	3	-3.1
Cc1cccc(N2C(=O)CC(Sc3nccc(C)n3)C2=O)c1 (stereo unspecified)	-0.9	-3	4	4	-8	3	2	0	-3.2
N#CCN1CCC/C1=C\[N+](=O)[O-]	-0.9	-2	5	2	-2	-3	-4	-4	-0.6
CCOC(=O)C1CCN(C(=O)c2ccc(C)o2)CC1	nt	nt	13	nt	-3	nt	5	-3	nt
COCc1cc(CN2CCCC2)c(O)c2ncccc12	8.2*	-33	17	-18	-8	-4	5	3	-0.4
Cc1cc(OCC(=O)NC2CC(C)(C)NC(C)(C)C2)c(C)cc1Br	-0.6	-8	14	-2	-4	-56	4	0	-0.9
COC(=O)c1ccccc1NC(=S)NC(NC(=O)COc1ccccc1)C(Cl)(Cl)Cl (stereo unspecified)	-0.8	14	29	-3	-3	6	3	0	-2.6
CCCCCNC(=O)c1ccc2c(=O)[nH]c3c(C(=O)NCC4CCCO4)sc(=S)n3c2c1 (stereo unspecified)	-3.0	-7	-13	-2	1	2	1	0	-2.7
NC(=S)NN=C(Cc1ccccc1)Cc1ccccc1	-1.7	-6	-2	-1	-6	-4	3	8	-0.2
CCOC(=O)c1ccc(NS(=O)(=O)c2ccc3c(c2)NC(=O)CCS3)cc1	-1.9	15	-20	-5	-8	-19	0	4	-2.1
CC(C)C(=O)Nc1cccc(C(=O)N2CCCCC2C)c1 (stereo unspecified)	-1.7	18	5	-12	-4	2	0	-1	-2.1
COc1ccc([C@H]2CC(=O)C=C(c3ccc(OC(F)(F)F)cc3)C2)cc1	nt	nt	-7	nt	-6	nt	2	-4	nt
NC(=O)C(Cc1ccccc1)NS(=O)(=O)c1ccc(N2CCCC2=O)cc1 (stereo unspecified)	-5.7	-8	-3	-2	-1	4	2	3	-6.7
COc1ccccc1C(=O)C1CCCN(C(=O)C2CCCC2)C1 (stereo unspecified)	-0.1	-2	-10	-21	4	-4	2	0	-1.0
O=C(CNC(=O)c1cccc(F)c1)N/N=C/c1cccc([N+](=O)[O-])c1	-4.8	5	2	-17	-6	3	-3	6	-2.5
Oc1cccc2ccc(/C=C/c3c(F)cccc3Cl)nc12	0.3	49	-33	-18	0	8	1	0	-0.4
CC(/C=N/Nc1nc2ccccc2[nH]1)=C\c1ccccc1	-2.5	-16	-23	-9	-6	-41	-3	1	-6.1

Retrieved one by one from the entries so far (three):
SMILES	VIM-2 inh	SUMO HTRF inh	CRFBP-R2 block	p-CIP stab down	GalR3 antagonist	HCV NS3 hel inh	IDE cell activ	IDE cell inh	IMP-1 inh
COc1ccccc1C(=O)C1CCCN(C(=O)C2CCCC2)C1 (stereo unspecified)	-0.1	-2	-10	-21	4	-4	2	0	-1.0
COc1ccc([C@H]2CC(=O)C=C(c3ccc(OC(F)(F)F)cc3)C2)cc1	nt	nt	-7	nt	-6	nt	2	-4	nt
COCc1cc(CN2CCCC2)c(O)c2ncccc12	8.2*	-33	17	-18	-8	-4	5	3	-0.4

Continuation:
SMILES	VIM-2 inh	SUMO HTRF inh	CRFBP-R2 block	p-CIP stab down	GalR3 antagonist	HCV NS3 hel inh	IDE cell activ	IDE cell inh	IMP-1 inh
COc1ccc(CCNS(=O)(=O)c2cccc([N+](=O)[O-])c2)cc1OC	-0.6	4	-1	-6	-8	-4	1	2	0.6
COc1cccc(-c2nc(CS(=O)(=O)CC(=O)NCc3ccc4c(c3)OCO4)c(C)o2)c1	-0.3	13	4	-12	-10	-3	-1	1	-1.6
O=C(CCCN1C(=O)c2cccc3cccc(c23)C1=O)N1CCN(c2ncccn2)CC1	-0.8	18	9	-3	0	-12	1	-5	-0.6
Nn1c(SCC(=O)N2CCCc3ccccc32)nnc1-c1ccc(Cl)cc1	-1.1	-7	4	1	-6	1	3	1	-3.1
O=C(COC(=O)/C=C/c1cccs1)Nc1nc(-c2ccccc2)cs1	-0.8	-1	-11	-2	-8	-2	-7	4	-2.1
COc1cc(NC(=O)COc2cc(O)c3c(c2)OC(C)(C)CC3=O)cc(OC)c1	-2.0	1	11	-8	-2	-20	0	-9	-2.9
Nc1nnc(C(c2ccccc2)c2ccccc2)s1	-2.7	-1	4	-8	1	11	-1	0	-2.0
O=C(CSc1n[nH]c(-c2cccs2)n1)N1CCCC1	nt	nt	-6	nt	0	nt	-4	-2	nt
O=c1c(O)c(-c2ccccc2)oc2cc(O)cc(O)c12	nt	nt	2	nt	-9	nt	2	1	nt
CC(C)Nc1nnc(SCC(=O)Nc2ccc3c(c2)C(=O)c2ccccc2C3=O)s1	-0.3	20	21	-7	-4	12	-2	-2	0.1
COc1ccc(C)cc1NC(=O)CCNC(=O)Cn1cnc2ccccc2c1=O	-3.8	5	-4	-23	-5	12	0	2	-2.7
O=C(CCN1C(=O)/C(=C\c2cccs2)SC1=S)Nc1ccccn1	1.1	5	-30	6	-5	12	1	7	-1.9
O=C(C1CC1)N1CCC(c2nc(-c3ccc(S(=O)(=O)NCC4CCCO4)cc3)no2)CC1 (stereo unspecified)	0.4	-12	14	-1	-6	-2	-1	0	1.1
COc1ccc(S(=O)(=O)N2CCC(N3CCCCC3)CC2)cc1	-0.5	-1	15	-14	-4	-2	0	-5	-3.2
S=C(NC1CCCCC1)N1CCn2cccc2C1c1ccncc1 (stereo unspecified)	2.9	10	-15	6	5	2	-5	-3	-1.2
CSCCC(=O)Nc1ccc(C(C)=O)cc1	-2.0	20	11	-2	-9	-2	0	0	-1.4
[N-]=C=C1C(=O)NC(=O)C([n+]2ccc(-c3ccncc3)cc2)C1c1ccccc1C(F)(F)F (stereo unspecified)	3.6	22	-17	-2	1	4	4	1	0.0
CC(=O)Nc1ccc(S(=O)(=O)NNC(=O)C(=O)NNc2ccccn2)cc1	-0.3	-25	0	-3	-2	-6	0	6	-2.5
COC(=O)/C(=N/Nc1ccccc1C)N1CCCc2ccccc21	-1.0	-3	27	1	-6	11	5	-9	-2.4
CCCN(CCC)C(=S)Nc1cc(C(=O)OC)ccc1C(=O)OC	-4.7	5	16	0	1	-16	7	1	-1.4
COc1ccccc1C(=O)NC(=O)COC(=O)c1ncc(Cl)c(Cl)c1Cl	nt	nt	6	nt	-3	nt	2	5	nt
CC(C)C(C)NC(=O)COc1nc2ccccc2nc1N(C)C1CCCCC1 (stereo unspecified)	-1.4	12	-10	5	-8	-2	-2	-2	-2.7
CCOc1ccc(Cl)cc1CNc1nnnn1CC	-0.9	4	7	0	0	4	4	0	-0.9
CCCC[C@@H]1CN=C(N)N1CCCC	nt	nt	6	nt	-1	nt	-6	0	nt
Cc1ccc(C(=O)COc2cc(O)c3c(=O)cc(-c4ccccc4)oc3c2)cc1	-0.7	-1	1	7	-5	0	3	-2	0.4
COC(=O)c1cccc(C23CC4(C2)[C@H](CN(Cc2ccc(-c5ccccc5)cc2)[C@@H]4c2ccccc2)C3c2ccc(C(F)(F)F)cc2)c1 (stereo partly specified)	nt	-21	-4	6	6	nt	nt	7	nt
